RGS4 act: RGS4 potentiation or activation | HEK293 M3R/inducible RGS4, carbachol calcium flux Fluo4; active compounds read low | B-score at 10 µM | actives 0.92% (n = 310,000);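 active = B-score of the integrated calcium signal more than 4 SD below the library mean, with starting fluorescence not abnormally high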;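 note: negative B-score means reduced calcium response which marks RGS4 activation or potentiation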
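Assay system: Inducible-RGS4 HEK293 cells carrying M3 receptor | Schedule: Compound preincubation 20 min at room temperature before agonist | Signal: Kinetic calcium fluorescence imaging with Fluo4-AM dye, 2 µM | Read-out basis: B score from integrated fluorescence ratio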
HIF activator: HIF pathway transcriptional activation. U2OS HRE-luciferase reporter, luminescence; normalized: DMSO 0%, desferrioxamine 100%. actives 0.32% (n = 300,000). activation, % at 7.5 µM (by protocol). AID 1910;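 active = mean activation of at least 10% of the iron chelator positive control signal, with at least half of replicates also reaching 10%; inconclusive = mean and replicate majority disagree about reaching 10%; inactive = mean and most replicates under 10%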
TRPC4 inh: inhibitors of mouse TRPC4 channel. Q9QUQ5. HEK293 TRPC4beta/mu-opioid, DAMGO-evoked Fluo4 calcium flux; active compounds read low. B-score at 10 µM. actives 0.39% (n = 300,000). AID 2247;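 active = B-score over 3 SD under the library average, no early fluorescence shift, positive overall ratio signal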
Target sequence (Q9QUQ5 whole entry, looked up): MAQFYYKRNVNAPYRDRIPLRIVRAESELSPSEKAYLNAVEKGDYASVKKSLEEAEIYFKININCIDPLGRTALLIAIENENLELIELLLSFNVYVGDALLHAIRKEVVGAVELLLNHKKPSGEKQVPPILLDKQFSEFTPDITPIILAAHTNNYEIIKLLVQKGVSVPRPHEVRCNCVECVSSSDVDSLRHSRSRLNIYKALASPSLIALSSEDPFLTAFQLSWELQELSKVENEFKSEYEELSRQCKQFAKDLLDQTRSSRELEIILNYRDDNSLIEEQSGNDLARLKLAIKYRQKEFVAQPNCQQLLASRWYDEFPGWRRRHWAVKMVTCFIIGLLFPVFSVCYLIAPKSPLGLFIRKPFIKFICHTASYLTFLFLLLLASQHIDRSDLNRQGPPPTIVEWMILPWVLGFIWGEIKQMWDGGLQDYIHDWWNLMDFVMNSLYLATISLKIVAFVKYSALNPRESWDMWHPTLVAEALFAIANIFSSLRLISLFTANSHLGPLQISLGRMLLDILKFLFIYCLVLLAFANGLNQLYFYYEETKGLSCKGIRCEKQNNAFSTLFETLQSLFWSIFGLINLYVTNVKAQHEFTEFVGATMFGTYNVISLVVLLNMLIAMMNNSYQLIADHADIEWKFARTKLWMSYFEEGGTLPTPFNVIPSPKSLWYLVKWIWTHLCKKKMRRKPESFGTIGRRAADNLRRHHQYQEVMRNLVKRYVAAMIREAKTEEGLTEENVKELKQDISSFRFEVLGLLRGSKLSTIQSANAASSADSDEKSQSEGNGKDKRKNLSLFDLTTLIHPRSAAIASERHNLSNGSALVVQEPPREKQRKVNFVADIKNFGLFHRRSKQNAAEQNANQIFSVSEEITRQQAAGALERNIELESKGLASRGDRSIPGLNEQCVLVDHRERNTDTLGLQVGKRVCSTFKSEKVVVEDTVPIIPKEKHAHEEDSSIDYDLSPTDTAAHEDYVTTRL
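Signal: kinetic Fluo4 fluorescence imaging of calcium influx. Material: stable TRPC4beta/mu-opioid receptor HEK293 cells. Probe or stimulus: DAMGO in two steps, submaximal then maximal.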
MrgX1 PAM: allosterically activates human MrgX1 receptor signaling; Q96LB2; MrgX1-HEK293, Fluo-4 calcium flux, FDSS; active compounds read high; B-score at 10 µM; actives 0.63% (n = 310,000); AID 588675;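 active = plate-corrected calcium response at least 3 library SD above typical, normal starting fluorescence, not activating the receptor alone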;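 note: compound read alongside a low EC10 to EC30 dose of BAM8-22 agonist; peak minus trough fluorescence over baseline measured at the second addition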
TRPC6 activator: activators of mouse TRPC6 channel | Q61143 | HEK293-TRPC6 membrane potential dye fluorescence; active compounds read high | B-score at 10 µM | actives 0.13% (n = 310,000) | AID 2550;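 active = B-score of the integrated fluorescence ratio above library mean plus 3 SD, and starting fluorescence ratio within library mean plus 5 SD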;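 note: higher score means more depolarization so channel activation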
TRPC6 inh: blocks the mouse TRPC6 cation channel; Q61143; HEK293-TRPC6, membrane potential dye, ACh-evoked depolarization; active compounds read low; B-score at 10 µM; actives 1.1% (n = 310,000); AID 2553;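 active = B-score under library mean minus 3 SD, initial fluorescence not abnormally high, positive integrated signal ratio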;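 note: B-score derived from integrated fluorescence ratio over the kinetic read; more negative B-score means stronger inhibition of depolarization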
SKKanGAS inh: SKKanGAS growth inhibition; S. pyogenes SKKanGAS, kanamycin growth, BacTiter-Glo, 6 h; inhibition, % at 7.5 µM; actives 1.3% (n = 300,000);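 active = mean replicate score, as percent of positive control median, at least 50; inconclusive = mean below 50 but one replicate at or above 50; inactive = mean and every replicate below 50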;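 note: strain carries kanamycin resistance gene driven by streptokinase promoter and grows in 40 µg/ml kanamycin; loss of luminescence reflects streptokinase promoter inhibition or plain growth inhibition; 0% = median of DMSO wells and 100% = positive control at its reference dose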
RGS4 inh: inhibitors of human RGS4. actives 0.45% (n = 310,000). B-score at 10 µM. HEK293 M3R/RGS4 inducible, Fluo-4 calcium flux; active compounds read high; triggered by carbachol at its EC20. AID 463165. P49798;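 active = B-score, a plate-corrected calcium signal, over three deviations above library mean, with baseline fluorescence within five deviations of library mean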;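 note: RGS4 expression induced by doxycycline in cells with stable M3 receptor; B-score is computed from the integrated fluorescence ratio over baseline after carbachol; higher B-score means a larger calcium signal and so more RGS4 inhibition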
MrgX1 antagonist: human MrgX1 receptor antagonism, primary screen; Q96LB2; MRGX1-HEK293 calcium flux, Fluo-4, BAM8-22 antagonism; active compounds read low; B-score at 10 µM; actives 1.3% (n = 310,000); AID 588676;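 active = calcium-response B-score plate-corrected more than 3 library SD below zero, starting fluorescence within 5 deviations, no agonist response on first addition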;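 note: peak minus trough fluorescence over baseline after final BAM8-22 challenge near maximal dose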
MrgX1 ag: agonists of human MrgX1 receptor; MrgX1-HEK293 cells, Fluo-4 calcium fluorescence, agonist mode; active compounds read high; actives 0.44% (n = 310,000); B-score at 10 µM;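 active = calcium response B-score plate-corrected fluorescence ratio at least 3 library SD, with starting fluorescence B-score inside 5 SD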
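Test system: HEK293 cells stably expressing human MrgX1 receptor; amount: 15,000 cells per well; doses: compound delivered in addition one of three; times: overnight plating before 1 h dye loading; detection: Fluo-4 NW calcium-flux fluorescence, kinetic read; read-out basis: B-scored fluorescence response ratio; controls: positive and negative controls per plate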
Platelet DG rel: modulates dense granule release in human platelets; human platelet-rich plasma, SFLLRN dense granule ATP release, luminescence; inhibition, %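 (compounds screened at 7.5 µM in platelet-rich plasma)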; actives 0.22% (n = 300,000);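 active = mean replicate score, as percent of positive control, at or above 50; inconclusive = mean below 50 but at least one replicate at or above 50; inactive = mean and every replicate below 50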
* hit, by the source's call; i = inactive; ? = inconclusive; . = no result given. Compounds were not picked by outcome (roughly 6.1% active in at least one column).

SMILES	RGS4 act	HIF activator	TRPC4 inh	MrgX1 PAM	TRPC6 activator	TRPC6 inh	SKKanGAS inh	RGS4 inh	MrgX1 antagonist	MrgX1 ag	Platelet DG rel
Cn1c(SCc2ccccc2)nnc1-c1cnccn1	i	2.4	i	i	i	i	4	i	i	i	-3
CC1CCN(C(=O)CSc2nc3ccccc3s2)CC1	i	3.3	i	i	i	i	-9	i	i	i	-4
CCCN(CCC)CCCNC(=S)Nc1ccc2nc(N3CCN(C)CC3)cc(C)c2c1	i	0.1	i	i	i	i	-10	i	i	29*	-4
CCN(CC)c1ccc(C(=O)Nn2cnc3ccccc3c2=O)cc1	i	2.8	i	i	i	i	9	i	i	i	22
Cc1nn(-c2ccc(C(=O)O)cc2)c(C)c1Cl	i	-0.1	i	i	i	i	3	i	i	i	3
N#CCOc1ccccc1P(=O)(c1ccccc1)c1ccccc1	i	-16	i	i	i	i	2	i	i	i	-3
Cn1c(SCC(=O)NC(=O)NCc2ccco2)nnc1-c1ccccc1	i	-0.1	i	i	i	i	-19	i	i	i	-5
CCN(CC)S(=O)(=O)c1ccc(OC)c(NC(=O)c2ccc3c(c2)OCO3)c1	i	-0.1	i	i	i	i	-13	i	-7.6*	i	1
CC(=O)c1sc(NC(=O)c2cccc3ccccc23)nc1C	i	2.8	i	i	i	i	0	i	i	i	-1
O=C(COc1nc2ccccc2nc1N1CCOCC1)NCC(F)(F)F	i	0.7	i	i	i	i	-2	i	i	i	11
c1ccc(-c2noc(-c3cccc4ccccc34)n2)nc1	i	-4.7	i	8.4*	i	i	3	i	i	i	4
Cc1cccc(OCC2=N/C(=C\N(C)C)C(=O)O2)c1	i	0.4	i	i	i	i	-1	i	i	i	1
O=C(NCCC(=O)N1CCCC(C(F)(F)F)C1)c1ccc(Br)cc1 (centres undefined)	i	-0.7	i	i	i	i	-11	i	i	i	-13
O=C(CN1C(=O)c2cccc3cccc1c23)N1CCc2ccccc2C1	i	0.0	i	i	i	i	-4	i	i	i	0
Cc1noc(C)c1CSCC(=O)OCC(=O)NC1CCCCC1	i	-0.9	i	i	i	i	3	i	i	i	1
O=C(Nc1ccc(Br)cc1)c1cccnc1N1CCOCC1	i	-0.3	i	i	i	i	14	i	i	i	3
CCC(O)c1nc2ccccc2n1CCc1ccccc1 (centres undefined)	i	-0.4	i	i	i	i	0	i	i	i	2
CCOC(=O)N[C@H](Cc1c[nH]c2ccccc12)C(=O)NC1CC1	i	-0.2	i	i	i	i	4	i	i	i	-3
Cc1nc2c(nnn2Cc2ccccc2)c(=O)n1-c1ccccc1	i	0.1	i	i	i	i	-1	i	i	i	3
O=C1CNC(=S)N1CCCn1ccnc1	i	1.7	i	i	i	i	3	i	i	i	0
CCOc1ccc(-n2c(SCC(=O)Nc3ccc4c(c3)OCO4)nc3ccccc3c2=O)cc1	i	0.1	i	i	i	i	-17	i	i	i	2
O=C(Cc1cccs1)N1CCN(c2ccc([N+](=O)[O-])cc2)CC1	i	0.1	i	i	i	i	3	i	i	i	6
COc1cc(/C=C(\C#N)C(=O)NCC2CCCO2)ccc1OCC(=O)O (centres undefined)	i	-0.1	i	i	i	i	-11	i	i	i	-2
Cn1cccc1/C=N/NC(=O)c1cccs1	i	2.6	i	i	i	i	-1	i	i	i	3
O=C(O)c1nc(-c2ccccc2)n(-c2ccc(Cl)cc2)n1	i	-0.5	i	i	i	i	-2	i	i	i	-6
SMILES	RGS4 act	HIF activator	TRPC4 inh	MrgX1 PAM	TRPC6 activator	TRPC6 inh	SKKanGAS inh	RGS4 inh	MrgX1 antagonist	MrgX1 ag	Platelet DG rel
C/C(=N\N1CCN(Cc2ccc(Cl)cc2)CC1)c1ccc([N+](=O)[O-])cc1	i	-0.8	i	i	i	i	4	i	i	i	4
COC(=O)c1ccc(C)c(NC(=O)Cc2coc3cc(OC)ccc23)c1	i	-0.1	i	i	i	i	-2	i	i	i	2
O=C(O)C(c1ccccc1)c1ccccc1	i	0.0	i	i	i	i	0	i	i	i	13
COc1ccc(S(=O)(=O)Cc2ccccc2)cc1N	i	0.1	i	i	i	i	-2	i	i	i	3
Cc1cc(C)cc(NC(=O)C2CCN(S(C)(=O)=O)CC2)c1	i	1.1	i	i	i	i	1	i	i	i	2
O=C(CCCCCN1C(=O)c2ccccc2C1=O)Nc1ccccc1F	i	1.3	i	i	i	i	0	i	i	i	2
Cc1cc(NC(=O)c2ccco2)no1	i	0.0	i	i	i	i	-8	i	i	i	3
CCNC(=O)/C(C#N)=C/c1c(N2CCN(c3cccc(Cl)c3)CC2)nc2c(C)cccn2c1=O	-11*	1.0	i	i	i	i	43	i	i	i	-3
O=C1c2ccccc2C(=O)N1/N=C/c1ccc(O)c(O)c1	i	0.4	i	i	i	i	-5	i	i	i	20
CCS(=O)(=O)N1CCC(C(=O)O)CC1	i	0.1	i	i	i	i	-8	i	i	i	10
O=C(O)/C=C\C(=O)Nc1cccc(NC(=O)c2ccccc2)c1	i	0.3	i	i	i	i	6	i	i	i	12
Cc1ccc(NC(=O)CCC(=O)NNC(=O)CCc2ccccc2)c(C)c1	i	.	i	i	i	i	.	i	i	i	.
CCC(=O)c1ccc(OCC(=O)NC2(C#N)CCCCC2)cc1	i	.	i	i	i	i	.	i	i	i	.
Cc1ccc(C(C(=O)NC2CCCC2)N(Cc2ccco2)C(=O)CCC(=O)Nc2ccccn2)cc1 (centres undefined)	i	-0.5	i	i	i	i	1	i	i	i	0
O=C(NCCCn1ccnc1)c1cc(-c2ccc3c(c2)OCO3)on1	i	0.9	i	i	i	i	-6	i	i	i	1
Cc1noc(C)c1S(=O)(=O)N1CCC(C(=O)N(C)Cc2ccccc2)CC1	i	-2.1	i	i	i	i	8	i	i	i	1
O=C(N/N=C/c1cc(Br)c(Br)o1)c1cccnc1	i	0.6	i	i	i	i	6	i	-6*	i	5
Cc1ccc(C)c(NS(=O)(=O)c2ccc(OCC(=O)N3CCOCC3)cc2)c1	i	-0.2	i	i	i	i	-3	i	i	i	0
Cc1ccc(N2C(=O)CN(Cc3sccc3C)C2=S)cc1C	i	-0.6	i	i	i	i	-2	i	i	i	2
Cc1cccn2c(=O)nc(SCC(=O)NCc3ccccc3)nc12	i	-0.9	i	i	i	i	0	i	i	i	2
O=C(c1ccc2c(c1)OCO2)N(c1ccc(Cl)cc1)C1C=CS(=O)(=O)C1 (centres undefined)	i	.	i	i	i	i	-3	i	i	i	0
COCCNC(=O)CSCc1c(F)cccc1Cl	i	0.1	i	i	i	i	-1	i	i	i	3
CC(C)(O)C#Cc1ccc(C(=O)NCCC(=O)O)s1	i	-0.2	i	i	i	i	-1	i	i	i	7
COc1ccc(/C=C2\SC(=O)N(CC(=O)NCCC(C)C)C2=O)cc1OC	i	0.7	i	i	i	i	-1	i	i	i	-56
CCOC(=O)c1[nH]c2cc(OC)c(OC)cc2c1NC(=O)c1ccc2c(c1)OCO2	i	0.4	i	i	i	i	-1	i	i	i	-12
SMILES	RGS4 act	HIF activator	TRPC4 inh	MrgX1 PAM	TRPC6 activator	TRPC6 inh	SKKanGAS inh	RGS4 inh	MrgX1 antagonist	MrgX1 ag	Platelet DG rel
Cc1c(C(=O)N2CCc3ccccc32)cnn1C	i	-39	i	i	i	i	-11	i	i	i	-15
CN(C(=O)c1cccn(Cc2ccccc2)c1=O)c1ccccc1	i	-0.1	i	i	i	i	-6	i	i	i	3
CCc1ccccc1NC(=O)CSc1nnc([C@@H](NC(=O)OC(C)(C)C)C(C)CC)o1 (some centres undefined)	i	0.4	i	i	i	i	-5	i	i	i	0
COc1ccc(Cl)cc1NCCC(O)c1ccc(F)cc1 (centres undefined)	i	0.3	i	i	i	i	2	i	i	i	2
O=C(NCc1nc(-c2ccccc2)no1)c1ccc2c(c1)OCO2	i	-0.1	i	i	i	i	3	i	i	i	-3
COc1ccc(C(=O)N2CCN(Cc3ccccn3)CC2)cc1	i	-1.0	i	i	i	i	0	i	i	i	22
Nc1nnc(SCC(=O)OCC(=O)NC23CC4CC(CC(C4)C2)C3)s1	i	0.0	i	i	i	i	-1	i	i	i	1
Cc1cc(C)c2ccc(N)nc2c1O	i	7.8	i	i	i	i	99*	i	i	i	-3
Cc1ccc(OCC(=O)NNC(=S)NC(=O)c2ccc(Br)o2)c(C)c1	-11*	0.1	-6*	10*	i	i	93*	i	i	i	4
CCc1cccc(C)c1NC(=O)C1=C(C(=O)O)CCCC1	i	0.0	i	i	i	i	4	i	-7.8*	i	2
CC(C)c1nc2ccc(C(=O)O)cc2[nH]1	i	1.1	i	i	i	i	7	i	i	i	1
Cc1cc(SCC(=O)c2ccc3c(c2)OCO3)nc2ccccc12	i	-0.2	i	i	i	i	-13	i	i	i	-1
Cc1ccccc1-c1n[nH]c(=S)n1/N=C/c1ccc(-c2ccccc2Br)o1	i	-0.8	i	.	i	i	6	i	.	.	4
CC1(C)CC(NC(=O)CCC2CCCC2)CC(C)(C)N1	i	?	i	i	i	i	-2	i	i	i	-3
Cc1ccc(-c2noc(C3CCCN(C(=O)c4c(F)cccc4F)C3)n2)cc1 (centres undefined)	i	-0.1	i	i	i	i	-7	i	i	i	7
CCCCNC(=O)c1ccc(CS(=O)(=O)Cc2ccccc2F)o1	i	0.0	i	i	i	i	-4	i	i	i	-1
COC(=O)C1CSC(C(=O)OC)N1C(=O)Nc1ccc(Cl)c(Cl)c1 (centres undefined)	i	0.2	i	i	i	i	-4	i	i	i	1
CCC(C)(C)n1nnnc1CN1CCN(c2ccc(OC)cc2)CC1	i	-0.1	i	i	i	i	-8	i	i	i	0
COc1ccc(NS(=O)(=O)c2ccc(C)c(C(=O)N(C)CC(=O)Nc3cccc(OC)c3)c2)cc1	i	-1.1	i	i	i	i	-3	i	i	i	-2
COc1ccc(S(=O)(=O)N2CCC(C(=O)NC3CC3)CC2)cc1OC	i	-0.2	i	i	i	i	10	i	i	i	0
Fc1ccc(-n2c(-c3cccs3)nc3nc4ccccc4nc32)cc1	i	-0.1	i	i	i	i	17	i	i	i	9
CC(C)=CCN1CCN(Cc2ccc3nsnc3c2)CC1CCO (centres undefined)	i	-0.6	i	i	i	i	6	i	i	i	2

Compound activity (PubChem)
